Compound activity (PubChem BioAssay)
KinaseGlo FLuc: blocks Kinase-Glo luciferase, a counter-screen artifact; Kinase-Glo luciferase, ATP luminescence, 8 min; Potency, µM (titrated, usually from 38.3 µM), for inactives: at the top dose activity change, negative = inhibition, actives largely listed as inhibitors; AID 1379; 200,000 tested, 0.28% active; also: % is scaled to controls: 0 for no effect and ±100 for the full control effect; nearly all actives have a fitted effect of over 60% in size
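Inhibition of Kinase-Glo luciferase light generation was assessed at 10 uM ATP in pH 7.2 imidazole buffer, with luminescence measured after eight minutes at ambient temperature.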
L3MBTL1 inh: inhibitors of human L3MBTL1; Q9Y468; AlphaScreen L3MBTL1–H3K9me1 peptide binding; Potency, µM (series often up to 57.1 µM), inactives show at the top dose activity, negative = inhibition, usual class: inhibitors; 230,000 tested, 0.66% active; AID 485360; also: % is scaled to controls: 0 for no effect and ±100 for the full control effect; nearly all actives have a fitted effect of over 60% in size
Target sequence (Q9Y468 whole entry, looked up): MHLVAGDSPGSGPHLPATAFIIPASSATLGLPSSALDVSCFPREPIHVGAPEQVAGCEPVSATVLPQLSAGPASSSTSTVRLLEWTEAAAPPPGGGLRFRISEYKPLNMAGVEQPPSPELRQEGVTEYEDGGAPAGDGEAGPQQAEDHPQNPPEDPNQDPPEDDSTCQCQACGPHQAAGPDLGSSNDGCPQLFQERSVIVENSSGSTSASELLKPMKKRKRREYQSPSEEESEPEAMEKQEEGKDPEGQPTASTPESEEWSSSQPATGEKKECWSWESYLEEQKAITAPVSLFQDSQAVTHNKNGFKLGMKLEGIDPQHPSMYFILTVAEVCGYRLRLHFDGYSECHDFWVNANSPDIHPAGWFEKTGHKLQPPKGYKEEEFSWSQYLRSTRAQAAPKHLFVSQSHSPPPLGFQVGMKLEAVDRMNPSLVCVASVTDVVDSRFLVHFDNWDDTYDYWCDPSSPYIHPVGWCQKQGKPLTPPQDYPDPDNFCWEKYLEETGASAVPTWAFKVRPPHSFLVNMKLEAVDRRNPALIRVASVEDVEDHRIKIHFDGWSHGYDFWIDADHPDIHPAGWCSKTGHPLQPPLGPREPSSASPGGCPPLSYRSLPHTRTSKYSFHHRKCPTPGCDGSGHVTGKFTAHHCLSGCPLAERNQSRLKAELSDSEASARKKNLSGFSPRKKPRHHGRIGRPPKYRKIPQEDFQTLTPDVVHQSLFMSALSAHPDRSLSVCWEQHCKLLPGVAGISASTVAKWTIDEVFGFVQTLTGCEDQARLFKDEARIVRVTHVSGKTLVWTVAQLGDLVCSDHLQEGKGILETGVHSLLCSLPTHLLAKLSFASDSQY
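Displacement of a biotinylated histone H3(1-15) peptide monomethylated at Lys9 (75 nM) from L3MBTL1 (50 nM) was measured by AlphaScreen after a 30 min room-temperature compound incubation; cefsulodin titration served as intraplate control.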
SMN2 splice up: increases expression of the SMN2 splice variant | HEK293 SMN2-luciferase splicing reporter, luminescence, 30-36 h | Potency, µM (doses to about 46.1 µM), without a hit: at the top dose activity change, positive = activation, most hits filed as activators | 210,000 tested, 2.8% active | AID 1458; also: % of control where 0% means no effect; nearly all actives have a fitted effect of over 55% in size
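HEK293 cells carry an SMN2 […]–luciferase reporter in which exon 7 inclusion puts luciferase in frame. Cells were plated 10-12 h before compound addition, then incubated 30-36 h at 37C. ONE-Glo luminescence was read; sodium butyrate at 4.5 mM final served as control.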
RECQ1 inh: blocks DNA unwinding by human RECQ1; 240,000 tested, 0.54% active; Potency, µM (highest dose often 57.3 µM), inactives show top-dose activity, negative = inhibition, hits mostly inhibitors; P46063; RECQ1 DNA unwinding, red fluorescence kinetic read;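 also: plate controls were vehicle for no effect and no enzyme for full effect; nearly all actives have a fitted effect of over 30% in size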
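50 nM RECQ1T1 preincubated 15 min with compound in Tris pH 8.0 buffer with MgCl2, DTT, Tween-20 and 2.5 ug/ml poly(dI-dC); started with 200 nM TAMRA/BHQ-2 forked duplex and 2 mM ATP. Unwinding read as fluorescence (525/598 nm), two reads 2 h apart.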
Tau ThT inhib: tau fibrillization inhibition (ThT binding); Potency, µM (top dose mostly 57.4 µM), for the others: at the highest dose activity, negative = inhibition, usual class: inhibitors; P10636; 270,000 tested, 2.1% active; recombinant tau K18 P301L, heparin-induced fibrillization, ThT fluorescence; also: % is scaled to controls: 0 for no effect and ±100 for the full control effect; nearly all actives have a fitted effect of over 55% in size
Target sequence (P10636 561-689 P618L limits assumed): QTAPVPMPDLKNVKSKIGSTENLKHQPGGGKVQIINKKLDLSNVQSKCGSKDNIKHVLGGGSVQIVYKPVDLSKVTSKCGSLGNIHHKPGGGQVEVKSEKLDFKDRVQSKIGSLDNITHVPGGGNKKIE
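ThT emission at 510 nm, taken 1 hr after adding 30 uM dye, quantifies aggregates formed when 20 uM heparin acts on human tau K18 P301L for 6 hr at 37 C.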
KDM4E inh: inhibitors of human JMJD2E histone demethylase | B2RXH2 | JMJD2E catalytic domain, FDH-coupled NADH fluorescence (FDH is formaldehyde dehydrogenase) | Potency, µM (top dose mostly 57.1 µM), for inactives: at the top dose activity change, negative = inhibition, usual class: inhibitors | 230,000 tested, 1.6% active; active = well fitted inhibition curve with a large enough effect, not every such curve was filed as active; inconclusive = small, poorly fitted or top-dose-only effect, or another doubt; inactive = no such curve, though single readings can be large or run the other way;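 also: 0% = wells with enzyme and -100% = buffer wells without enzyme; nearly all actives have a fitted effect of over 50% in size; many of its hits are not listed in these tables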
ALDH1A1 inh: inhibitors of human aldehyde dehydrogenase 1A1; Purified ALDH1A1, NADH fluorescence, propionaldehyde substrate; 220,000 tested, 7.3% active; Potency, µM (series often up to 75.3 µM), for the others: top-dose activity, negative = inhibition, most hits filed as inhibitors; P00352; active = well fitted inhibition curve with a large enough effect, not every such curve was filed as active; inconclusive = small, poorly fitted or top-dose-only effect, or another doubt; inactive = no such curve, though single readings can be large or run the other way;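 also: plate controls were no enzyme wells and a reference inhibitor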
LMNA splice mod: modulators of lamin A splicing; HeLa LMNA splicing GFP/RFP minigene ratio, 48 h; Potency, µM (highest dose often 46.1 µM), for inactives: at the highest dose ratio change, negative = inhibition, most hits filed as inhibitors; 200,000 tested, 0.01% active; active = well fitted inhibition curve with a large enough effect in the signal ratio, with a control signal flat, not every such curve was filed as active; inconclusive = small, poorly fitted or top-dose-only effect, or effect the other way, or a change in a side signal; the % refers to the signal ratio; also: % is scaled to controls: 0 for no effect and ±100 for the full control effect
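S3 HeLa stable clones carrying a lamin A-EGFP splicing minigene plus DsRed2 were seeded at 600 cells/well in Opti-MEM with 2% FBS, pin-dosed and incubated 48 h at 37°C. Acumen cytometry (488 nm) gave the GFP/RFP total-intensity ratio.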
* = called active by the depositor; [ ] = remark or other dose. Unless noted, calls follow the shape of the dose curve; as a rule, active = well fitted curve in the direction sought with a large enough effect; inconclusive = small, poorly fitted or top-dose-only effect, or another doubt; inactive = no such curve, though single readings can be large; an effect the other way counts as inactive or inconclusive. Potency is read from the fitted curve at half-maximal effect. The list is partial; the hit share may differ from the screen's.

How did COc1ccc(-n2c(C)cc(/C=C(\C#N)C(=O)NCc3ccco3)c2C)cc1 do in these assays?
KinaseGlo FLuc: 4%; L3MBTL1 inh: inconclusive; SMN2 splice up: -7%; RECQ1 inh: 1%; Tau ThT inhib: 2%; KDM4E inh: -2%; ALDH1A1 inh: 10%; LMNA splice mod: 11%

What do the screens show for `COc1cccc(NC(=S)N2CCCN(Cc3ccc(F)cc3)C2)c1`?
KinaseGlo FLuc: 0%; SMN2 splice up: -20%; RECQ1 inh: -4%; Tau ThT inhib: 2%; KDM4E inh: 306%[activator]; ALDH1A1 inh: inconclusive; LMNA splice mod: 7%[46 µM]

Results for Nc1ccccc1SCC(=O)Nc1nc(-c2ccccc2)cs1 ?
KinaseGlo FLuc: 1%; L3MBTL1 inh: -18%; SMN2 splice up: 2%; RECQ1 inh: inactive; Tau ThT inhib: inconclusive; KDM4E inh: -7%; ALDH1A1 inh: 5%

How did CCOC(=O)c1c(C)nc(C)c2c(=O)oc3ccccc3c12 do in these assays?
KinaseGlo FLuc: -2%; L3MBTL1 inh: inconclusive; SMN2 splice up: 14%; RECQ1 inh: -2%; Tau ThT inhib: -11%; KDM4E inh: inconclusive; ALDH1A1 inh: inconclusive

What do the screens show for `CCn1c(CCNC(=O)c2cccs2)nnc1SCC(=O)Nc1nc(-c2ccccc2)cs1`?
KinaseGlo FLuc: 0%; L3MBTL1 inh: -4%; SMN2 splice up: -10%; RECQ1 inh: inactive; Tau ThT inhib: -14%; KDM4E inh: 1%; ALDH1A1 inh: 2%; LMNA splice mod: inconclusive

What do the screens show for `CCOC(=O)c1cc2occc2n1CCCN1C(=O)c2ccccc2C1=O`?
KinaseGlo FLuc: 1%; SMN2 splice up: -3%; RECQ1 inh: -17%; Tau ThT inhib: -24%; KDM4E inh: 3%; ALDH1A1 inh: inconclusive; LMNA splice mod: 1%

How did CCOC(=O)N1CCN(S(=O)(=O)c2ccc(C(=O)Nc3ccc(F)cc3F)cc2)CC1 do in these assays?
KinaseGlo FLuc: -5%; L3MBTL1 inh: 2%; SMN2 splice up: -2%; RECQ1 inh: -14%; Tau ThT inhib: -5%; KDM4E inh: 15%; ALDH1A1 inh: 2%; LMNA splice mod: inconclusive

What do the screens show for `COCCn1c(C)cc(C(=O)COC(=O)c2ccc3ncsc3c2)c1C`?
KinaseGlo FLuc: -3%; SMN2 splice up: 15%; RECQ1 inh: inactive; Tau ThT inhib: -17%; KDM4E inh: -1%; ALDH1A1 inh: -1%; LMNA splice mod: 7%

How did O=C(c1ccc(C(=O)N2CCOCC2)nc1)N1CCOCC1 do in these assays?
KinaseGlo FLuc: 3%; L3MBTL1 inh: -6%; SMN2 splice up: inconclusive; RECQ1 inh: inactive; Tau ThT inhib: -2%; KDM4E inh: 3%; ALDH1A1 inh: -1%; LMNA splice mod: 1%

Results for CN(Cc1cnn(C)c1)C(=O)c1cc(COc2c(F)cccc2F)on1 ?
KinaseGlo FLuc: -6%; L3MBTL1 inh: 5%; RECQ1 inh: -1%; Tau ThT inhib: -9%; KDM4E inh: 2%; ALDH1A1 inh: 10%

Results for Cn1c(Cl)cnc1C(O)c1ccccc1 (stereo not given) ?
KinaseGlo FLuc: -2%; L3MBTL1 inh: -4%; SMN2 splice up: -2%; RECQ1 inh: -12%; Tau ThT inhib: -4%; KDM4E inh: 10%; ALDH1A1 inh: 17%; LMNA splice mod: -3%

How did Clc1ccc2nc(-c3ccc(Br)s3)cn2c1 do in these assays?
KinaseGlo FLuc: -9%; L3MBTL1 inh: -1%; SMN2 splice up: 0.71µM*; RECQ1 inh: inactive; Tau ThT inhib: inconclusive; KDM4E inh: inconclusive; ALDH1A1 inh: inconclusive; LMNA splice mod: inconclusive

Results for CNC(=O)COC(=O)c1cc(-c2ccc(OC)cc2)nc2ccccc12 ?
KinaseGlo FLuc: -25%; L3MBTL1 inh: 14%; SMN2 splice up: 20%; RECQ1 inh: 0%; Tau ThT inhib: -2%; KDM4E inh: inconclusive; ALDH1A1 inh: inconclusive; LMNA splice mod: 6%[46 µM]

What do the screens show for `CC(C)Oc1ccc(C(=O)NCC(=O)OCC(=O)N(C)Cc2cccs2)cc1`?
KinaseGlo FLuc: -2%; L3MBTL1 inh: 9%; SMN2 splice up: 11%; RECQ1 inh: -2%; Tau ThT inhib: -4%; KDM4E inh: 5%; ALDH1A1 inh: 2%; LMNA splice mod: 0%[46 µM]

What do the screens show for `COc1ccc(-c2ccc(C#N)c(OC)n2)cc1`?
KinaseGlo FLuc: 0%; L3MBTL1 inh: 33%; SMN2 splice up: -24%; RECQ1 inh: -3%; Tau ThT inhib: -5%; KDM4E inh: inconclusive; ALDH1A1 inh: inconclusive; LMNA splice mod: 0%[46 µM]

What do the screens show for `CC1Cc2ccccc2N1C(=O)CN1C(=O)CN(C)C(=O)c2ccccc21` (stereo not given)?
KinaseGlo FLuc: 3%; SMN2 splice up: 1%; RECQ1 inh: -3%; Tau ThT inhib: -3%; KDM4E inh: 6%; ALDH1A1 inh: 7%; LMNA splice mod: 3%

Results for COc1cc(C#N)c(N=C(SCC#N)N2CCOCC2)cc1OC ?
KinaseGlo FLuc: 1%; L3MBTL1 inh: 4%[11.4 µM]; SMN2 splice up: 3%; RECQ1 inh: inactive; Tau ThT inhib: -14%; KDM4E inh: -2%; ALDH1A1 inh: 1%; LMNA splice mod: 1%[46 µM]

Results for COc1cc(OC)c(S(=O)(=O)NCc2cccnc2)cc1NC(C)=O ?
KinaseGlo FLuc: 3%; L3MBTL1 inh: 1%; SMN2 splice up: 2%; RECQ1 inh: 13%; Tau ThT inhib: -2%; KDM4E inh: 6%; ALDH1A1 inh: inconclusive; LMNA splice mod: inconclusive

Results for CCNC(=S)NNC(=O)c1cc(-c2ccc(OC)cc2)nc2ccccc12 ?
KinaseGlo FLuc: inconclusive; L3MBTL1 inh: 2%; SMN2 splice up: 7.9µM*; RECQ1 inh: 1%; Tau ThT inhib: 0%; KDM4E inh: inconclusive; ALDH1A1 inh: -5%; LMNA splice mod: -3%

How did CCCCCc1nc(-c2nonc2N)no1 do in these assays?
KinaseGlo FLuc: 0%; L3MBTL1 inh: 3%; SMN2 splice up: 4%; RECQ1 inh: inactive; Tau ThT inhib: 0%; KDM4E inh: 4%; ALDH1A1 inh: 7%; LMNA splice mod: 7%

Results for CCOC(=O)c1cc2c(ccn2C)n1CC(=O)Nc1ccc(F)cc1 ?
KinaseGlo FLuc: 2%; L3MBTL1 inh: 2%; RECQ1 inh: inactive; Tau ThT inhib: 28µM*; KDM4E inh: 0%; ALDH1A1 inh: -4%

Results for O=c1c2c(-c3cccs3)csc2ncn1-c1ccccc1 ?
KinaseGlo FLuc: 1%; L3MBTL1 inh: 4%; SMN2 splice up: -8%; RECQ1 inh: -8%; Tau ThT inhib: -10%; KDM4E inh: inconclusive; ALDH1A1 inh: inconclusive; LMNA splice mod: -7%

Results for Cc1ccn(-c2ccc([N+](=O)[O-])cc2)n1 ?
KinaseGlo FLuc: -4%; L3MBTL1 inh: -14%; SMN2 splice up: 6%; RECQ1 inh: -7%; Tau ThT inhib: -12%; KDM4E inh: -2%; ALDH1A1 inh: 0%; LMNA splice mod: -3%

How did CSc1sc(C(=O)NC(=O)NCc2ccncc2)c(C)c1-c1ccon1 do in these assays?
L3MBTL1 inh: -11%; RECQ1 inh: 11%; Tau ThT inhib: inconclusive; KDM4E inh: inconclusive; ALDH1A1 inh: 2%; LMNA splice mod: inconclusive

How did COCCNC(=O)C1CC(=O)N(c2ccc(OC)cc2)C1c1ccc(OC)cc1 (stereo not given) do in these assays?
KinaseGlo FLuc: 0%; SMN2 splice up: -17%; RECQ1 inh: -8%; Tau ThT inhib: -9%; KDM4E inh: 8%; ALDH1A1 inh: -2%

What do the screens show for `CCCCNCc1cc(OCC)c(OCC)cc1Br`?
KinaseGlo FLuc: 0%; L3MBTL1 inh: -1%; SMN2 splice up: -13%; RECQ1 inh: inactive; Tau ThT inhib: 8%; KDM4E inh: -7%; ALDH1A1 inh: 2%; LMNA splice mod: 29%[46 µM]

What do the screens show for `COC(=O)c1cn(C)c2ccc(S(=O)(=O)N3CC(C)CC(C)C3)cc2c1=O` (stereo not given)?
KinaseGlo FLuc: -3%; L3MBTL1 inh: -10%; SMN2 splice up: 2%; RECQ1 inh: -26%; Tau ThT inhib: inconclusive; KDM4E inh: inconclusive; ALDH1A1 inh: inconclusive; LMNA splice mod: 8%

What do the screens show for `Cc1cc(C)n(CC(=O)NN)n1`?
KinaseGlo FLuc: 1%; L3MBTL1 inh: 6%; SMN2 splice up: -1%; RECQ1 inh: 4%; Tau ThT inhib: 6%; KDM4E inh: 70%[activator]; ALDH1A1 inh: inconclusive

What do the screens show for `Cc1ccccc1-n1c(=O)cc(N2CCCCCC2)[nH]c1=O`?
KinaseGlo FLuc: -1%; L3MBTL1 inh: inconclusive; SMN2 splice up: 7%; RECQ1 inh: inactive; Tau ThT inhib: -7%; KDM4E inh: -1%; ALDH1A1 inh: -3%; LMNA splice mod: -9%

What do the screens show for `CN1/C(=C\C(=S)Nc2ccccc2)C(C)(C)c2ccccc21`?
KinaseGlo FLuc: 0%; L3MBTL1 inh: -21%; SMN2 splice up: -24%; RECQ1 inh: inconclusive; Tau ThT inhib: inconclusive; KDM4E inh: -8%; ALDH1A1 inh: inconclusive; LMNA splice mod: inconclusive
